m5-HT2A agonist = mouse Htr2a agonists via beta-arrestin recruitment, primary screen, cell-based, luminescence | AID 624169, 2012 | activation, % at 7.6 µM | CHO-K1 mHTR2A beta-arrestin complementation; percent of 30 µM serotonin response | 360,000 tested, 0.66% active | 5-hydroxytryptamine receptor 2A (Mus musculus), P35363;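 active means activation above a run cutoff, the mean activation of all tested compounds plus 3 SD, cut at about 14% in these data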;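 further: 0% = plate median of compound wells and 100% = 30 µM serotonin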
MC4R barr agon = MC4R agonists recruiting beta-arrestin, primary screen, cell-based, luminescence, agonist arm of biased-ligand search; U2OS MC4R beta-arrestin complementation; percent of melanotan II response, DMSO zero; activation, % at 8.9 µM; 360,000 tested, 0.98% active; AID 540308, 2011;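 active means activation above a per-plate cutoff, the mean activation of sample wells on that plate plus 3 SD, cut at about 8% in these data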
Exocytosis inh = LAMP-1 surface exposure blockers, TALL-104 cells – cell-based, flow cytometry, MLPCN library, primary screen; TALL-104 LAMP-1 surface exposure; cells stimulated with thapsigargin and PMA; inhibition, % at 10 µM; 360,000 tested, 0.66% active;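 active means inhibition above about 55%, limit read from the data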
ABHD5-PLIN5 inh = ABHD5-PLIN5 interaction inhibitors, primary screen, cell lysate, split luciferase complementation, luminescence. inhibition, % at 4 µM. Split G. princeps luciferase complementation, 4 h. 360,000 tested, 0.78% active. Perilipin-5 (Homo sapiens) + 1-acylglycerol-3-phosphate O-acyltransferase ABHD5 (Homo …;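 active means inhibition above the mean inhibition across every tested compound plus 3 SD, cut at about 22% in these data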;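 further: 0% = DMSO only wells and the 100% control is not disclosed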
Target sequence (Q00G26 whole entry, looked up): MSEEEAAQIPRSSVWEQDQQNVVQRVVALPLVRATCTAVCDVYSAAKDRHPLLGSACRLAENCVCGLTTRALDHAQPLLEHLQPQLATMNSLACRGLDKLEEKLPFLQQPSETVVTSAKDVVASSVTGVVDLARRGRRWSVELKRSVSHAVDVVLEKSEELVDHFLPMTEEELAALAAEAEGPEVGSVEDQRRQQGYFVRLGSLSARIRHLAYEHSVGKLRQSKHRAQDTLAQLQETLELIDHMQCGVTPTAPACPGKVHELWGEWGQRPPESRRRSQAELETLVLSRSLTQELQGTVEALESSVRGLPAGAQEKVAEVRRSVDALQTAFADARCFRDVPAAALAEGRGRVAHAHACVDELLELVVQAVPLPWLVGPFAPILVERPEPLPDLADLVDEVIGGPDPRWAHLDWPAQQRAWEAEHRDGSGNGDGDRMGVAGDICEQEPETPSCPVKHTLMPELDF
Target sequence (Q8WTS1 whole entry, looked up): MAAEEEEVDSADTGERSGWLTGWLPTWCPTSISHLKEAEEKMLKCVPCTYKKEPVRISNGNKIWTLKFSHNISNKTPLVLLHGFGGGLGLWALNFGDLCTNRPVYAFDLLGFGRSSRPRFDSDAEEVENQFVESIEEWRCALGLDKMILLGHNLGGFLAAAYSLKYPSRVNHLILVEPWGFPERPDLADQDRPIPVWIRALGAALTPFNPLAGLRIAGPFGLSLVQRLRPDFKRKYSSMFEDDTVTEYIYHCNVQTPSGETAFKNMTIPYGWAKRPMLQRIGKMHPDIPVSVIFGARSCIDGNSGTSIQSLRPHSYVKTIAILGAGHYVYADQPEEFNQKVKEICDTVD
Cardio protect = cardioprotection against H2O2-induced cell death, primary screen, uHTS, H9c2 cells, ATPLite luminescence; H9c2 cardiomyocytes, H2O2 injury protection, 2 h; protection from H2O2 cell death, % at 20 µM; 360,000 tested, 0.63% active; AID 588492, 2011;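 active means compounds giving at least 50% protection of heart cells from peroxide-induced death in the single-dose screen, raw or plate-pattern-corrected value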;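 further: 0% = DMSO wells with peroxide and 100% = DMSO wells without peroxide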
aDG glyco up = activators of alpha-DG glycosylation, primary screen, uHTS, Pro5-aDG cells, AlphaScreen | 360,000 tested, 0.22% active | alpha-DG glycosylation AlphaScreen (IIH6); 0% Pro5, 100% B10-LARGE cell signal | activation, % at 10 µM;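 active means activation of at least 8% versus controls, or a plate z-score of at least 8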;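 further: Pro5 are CHO cells carrying HIG-tagged alpha-DG that lacks glycosylation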
N-glyco inh = increase of ERlucT glycosylation luciferase signal, primary screen, N-linked glycosylation inhibitor project, D54 ERlucT cells, luminescence, set 2; 360,000 tested, 0.23% active; D54 ERlucT glycosylation luciferase reporter, 24 h; percent of 100 nM tunicamycin response; reporter increase, % at 12.5 µM; AID 588692, 2011;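 active means mean luciferase reporter signal, scaled so untreated is 0 and the glycosylation-blocking control 100, at or above a set limit in every replicate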;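 further: luciferase carries N-glycosylation sites so blocking glycosylation raises the light; 0% = median of neutral control wells and 100% = median of 100 nM tunicamycin wells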
MC4R antag cAMP = MC4R antagonists of cAMP signaling, primary screen, cell-based, TR-FRET, antagonist arm of biased-ligand search; Melanocortin receptor 4 (Homo sapiens), P32245; MC4R-expressing cells, MTII-stimulated cAMP, LANCE TR-FRET; inhibition, % at 6.5 µM; 360,000 tested, 0.48% active;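 active means inhibition above its plate's cutoff, the mean of tested wells on that plate plus 3 SD, cut at about 29% in these data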;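 further: 0% = Melanotan II alone and 100% = Melanotan II plus saturating MCL0020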
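Assay system: human MC4R-expressing U2OS cells; reagent: Melanotan II stimulation of cells; dosing: 6.5 µM single dose; timing: compound 30 min, challenge 1 h, detection 1 h; signal: TR-FRET cAMP assay; replicates: one well per compound, no replicates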
iPSC survival up = enhancers of single-cell hiPSC survival, primary screen, ATPlite luminescence; 360,000 tested, 0.044% active; AID 602274, 2012; 100% = ROCK inhibitor wells, 0% = DMSO; survival enhancement, % at 20 µM; in the data active means survival enhancement above about 18%;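 further: cells exposed to compounds for 16 hours before the ATP read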
ABCB6 inh 2 = ABCB6 transporter inhibitors, primary screen, K562-ABCB6 cells, flow cytometry, MLPCN library | K562-ABCB6 porphyrin accumulation, 1 h; stronger effect = lower value | fluorescence ratio to DMSO, % at 10 µM | AID 602162, 2011 | 360,000 tested, 0.19% active;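 active means fluorescence ratio to DMSO below 75%, the collection mean minus 3 SD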;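 further: signal is porphyrin accumulated inside mitochondria; 100% equals median channel fluorescence of DMSO control wells; lower ratio means ABCB6 inhibition with less porphyrin fluorescence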
Active calls of the source: *. The order is random; 4.5% or so of the library scored in one or more.

cpd	smiles	m5-HT2A agonist	MC4R barr agon	Exocytosis inh	ABHD5-PLIN5 inh	Cardio protect	aDG glyco up	N-glyco inh	MC4R antag cAMP	iPSC survival up	ABCB6 inh 2
1	N#CC1=C2SCN(c3ccccc3)CN2C(=O)CC1c1ccccc1Cl (stereo not drawn)	-4	0.2	-3	-5	5	-0.2	1	6	-1.4	99
2	Cc1cccc(N2C(=O)C3CCCN3C2=S)c1 (stereo not drawn)	3	-1.1	5	-5	4	0.1	-1	-4	0.1	99
3	CC(C)C(=O)OCC(=O)NCc1ccccc1Cl	0	0.4	0	-11	3	0.2	0	-2	0.7	104
4	O=[N+]([O-])c1ccc(NN=C(C2CC2)C2CC2)c([N+](=O)[O-])c1	0	1.0	1	2	-8	-0.5	2	3	-0.4	101
5	O=[N+]([O-])c1ccc(N/N=C/c2cccc(O)c2O)cc1	-10	-5.2	-16	6	34	0.0	-5	-1	0.2	105
6	O=C(Nc1cc2c(oc1=O)CCCC2=O)c1ccc(Cl)cc1	-1	0.3	4	4	4	1.2	3	-1	2.5	86
7	Cn1c(=O)c(C(N)=S)cn(-c2ccccc2)c1=O	0	-2.9	-1	1	6	0.0	1	10	-0.2	102
8	CCC(C)(C)NC(=O)Cn1c(=O)oc2cc(S(=O)(=O)N3CC(C)CC(C)C3)ccc21 (stereo not drawn)	6	0.9	1	-2	-5	-0.2	1	5	-0.3	95
9	O=C1CC(NS(=O)(=O)c2ccc([N+](=O)[O-])cc2)CN1c1cccc(F)c1 (stereo not drawn)	1	-3.5	8	-10	-5	0.1	2	1	-0.2	95
10	Cc1noc(C)c1C(=O)NNc1ccc(C(C)C)cc1	-1	-1.9	-1	10	7	0.1	1	2	-0.4	95
11	CCOC(=O)C1(C)CCCN1C(=O)c1cccs1 (stereo not drawn)	3	5.1	-4	0	11	-0.1	2	1	-2.1	99
12	N=C(N)SCCc1cnc[nH]1	7	0.5	-8	-5	-2	2.4	2	-4	-0.1	97
13	CCOc1ccccc1CNC(CC)CO (stereo not drawn)	-5	0.3	-2	-2	1	0.0	-1	25	1.0	94
14	O=C(NNS(=O)(=O)c1ccccc1[N+](=O)[O-])c1ccccc1Cl	8	2.5	-4	7	-5	0.4	2	24	-2.3	94
15	O=C(CSCC(=O)N1CCCCC1)Nc1nc(-c2ccc(Cl)s2)cs1	-4	1.1	8	-5	-31	-0.5	-2	9	-2.1	98
16	Cc1c(C(=O)Nc2cc(F)ccc2F)sc2nc3n(c(=O)c12)CCCCC3	12	-0.4	-2	11	-5	0.6	1	7	0.3	93
17	C/C(=N\Nc1ccccc1C)c1cccnc1	-2	-2.2	-6	4	8	-0.2	1	5	-0.7	101
18	O=C(CN1C(=O)c2ccc([N+](=O)[O-])cc2C1=O)Nc1nnc(C2CC2)s1	9	-0.7	4	1	2	0.0	1	0	3.1	109
19	NS(=O)(=O)c1ccc(NC(=O)COC(=O)Cn2cnc3ccccc3c2=O)cc1	5	0.1	10	4	5	0.0	2	-1	0.5	104
20	COc1ccc(C(CNC(=O)c2cc3ccccc3cc2O)N2CCOCC2)cc1 (stereo not drawn)	-6	-3.9	0	-12	-1	-0.1	-1	9	1.3	95
21	Cn1c(SCC(=O)NC2CCCC2)nnc1C(F)(F)F	2	-1.6	-1	11	-4	0.1	2	8	-1.7	98
22	Cn1c(SCC(=O)NCC2COc3ccccc3O2)nnc1C(F)(F)F (stereo not drawn)	10	1.3	-26	0	2	0.0	0	4	-1.5	96
23	COc1ccc(C(=O)OCC(=O)NC2CC2)cc1S(=O)(=O)N1CCOCC1	-1	-2.1	-2	-3	6	-0.3	4	0	-0.1	95
24	Nc1ccc(CCn2ccnc2)cc1	-3	-0.1	4	5	5	0.0	4	5	-0.4	99

A second format for part of the listing above:
#23 COc1ccc(C(=O)OCC(=O)NC2CC2)cc1S(=O)(=O)N1CCOCC1
  m5-HT2A agonist = -1 | MC4R barr agon = -2.1 | Exocytosis inh = -2 | ABHD5-PLIN5 inh = -3 | Cardio protect = 6 | aDG glyco up = -0.3 | N-glyco inh = 4 | MC4R antag cAMP = 0 | iPSC survival up = -0.1 | ABCB6 inh 2 = 95
#21 Cn1c(SCC(=O)NC2CCCC2)nnc1C(F)(F)F
  m5-HT2A agonist = 2 | MC4R barr agon = -1.6 | Exocytosis inh = -1 | ABHD5-PLIN5 inh = 11 | Cardio protect = -4 | aDG glyco up = 0.1 | N-glyco inh = 2 | MC4R antag cAMP = 8 | iPSC survival up = -1.7 | ABCB6 inh 2 = 98

Additional records
cpd	smiles	m5-HT2A agonist	MC4R barr agon	Exocytosis inh	ABHD5-PLIN5 inh	Cardio protect	aDG glyco up	N-glyco inh	MC4R antag cAMP	iPSC survival up	ABCB6 inh 2
25	Cc1cccc(C(=O)O/N=C(\N)c2cccc([N+](=O)[O-])c2)c1	2	0.3	-2	2	-14	0.4	2	-1	-2.0	94
26	Cc1ccc(C(=O)OCC(=O)NC(C)C)cc1S(=O)(=O)N1CCOCC1	-1	-2.5	-1	2	-4	0.2	2	5	-0.7	99
27	COc1cc(C2C(C(=O)c3cccs3)=C(O)C(=O)N2Cc2ccco2)cc(OC)c1OC (stereo not drawn)	2	-0.9	-2	4	11	0.5	1	-3	-2.5	96
28	COCCNC(=O)CN1C(=O)COc2ccc(Cl)cc21	0	-0.3	-1	1	12	-0.1	1	1	0.2	100
29	COCOc1cccc(CN2CCC2(C)C(=O)Nc2ccc(OC)c(OC)c2)c1 (stereo not drawn)	-3	-1.1	5	3	-6	0.2	0	6	-0.3	91
30	CCOn1c(=O)c(C)[n+]([O-])c2ccccc21	-2	1.5	0	-4	13	0.0	2	2	-1.0	102
31	COc1ccc(Cl)cc1Nc1nc(N)c2ccccc2n1	-2	-2.1	27	9	-7	0.2	4	-4	0.4	94
32	Cc1ccnc(NS(=O)(=O)c2ccc(NC(=O)/C=C/c3cccs3)cc2)n1	-1	7.3	1	3	2	0.4	1	3	0.0	100
33	O=C(NCCC1CCCCN1S(=O)(=O)c1ccccc1)C(=O)NCc1ccc(F)cc1 (stereo not drawn)	-5	-0.8	-20	-8	12	0.4	-4	2	0.1	97
34	Cc1cc(C)n(-c2cc(Cl)ccc2[N+](=O)[O-])n1	1	4.2	-5	4	-1	0.0	2	-4	3.4	92
35	COc1ccc(NC(=O)c2sc3nc(C)cc(C)c3c2N)c(OC)c1	2	1.3	5	6	0	-0.1	2	7	-0.2	118
36	Cc1ccc(Cl)cc1NC(=O)C1CCCCC1C(=O)O (stereo not drawn)	4	2.9	-2	6	6	0.1	-1	28	2.2	95
37	c1ccc(SC23CC4CC(CC(C4)C2)C3)nc1	4	0.4	6	6	-4	-0.1	1	5	-1.2	106
38	COc1ccccc1OCc1cc(C(=O)N2CC3C[C@@H]4CC2C[C@H](C3)C4)no1	-2	-0.9	-1	-8	0	0.0	1	5	0.0	94
39	COC(=O)c1ccc(NC(=O)CN2CCC(NC(=O)c3ccco3)CC2)cc1	-3	-2.5	-2	1	-4	-0.3	1	1	-0.5	95
40	CCCCCCC(=O)Nc1nc(C)c(-c2csc(Nc3cc(OC)ccc3OC)n2)s1	-3	-0.2	3	-24	-12	0.0	-1	5	1.3	102
41	C#Cc1ccc([C@@H]2C=C(C(=O)NCc3ccccc3)O[C@H](OCc3ccc(CO)cc3)C2)cc1	-8	-2.9	-18	3	10	-0.2	4	5	-5.1	95
42	CCOc1ccc(N2C(=O)CC(NC3CCCCNC3=O)C2=O)cc1 (stereo not drawn)	0	0.1	16	-2	2	-0.2	2	6	-0.9	90
43	Nc1c(Cl)ncnc1N/N=C/c1cccnc1	6	4.0	-6	0	0	-0.1	4	-11	0.7	97
44	CC1CN(C(=O)CCC(=O)N2CCN(c3cccc(C(F)(F)F)c3)CC2)c2ccccc2O1 (stereo not drawn)	-1	2.0	8	-1	-4	0.1	-2	4	2.1	89
45	CCc1ccc2c(c1)C(=O)C[C@]1(CCC[C@H](C)C1)O2	10	2.5	-4	2	-4	0.3	3	2	-0.4	93
46	Fc1ccc(NC(=S)NN2CCOCC2)cc1Cl	1	2.4	2	0	14	0.2	1	19	3.0	98
47	C/C(=N\Nc1nc(N2CCOCC2)nc(N2CCOCC2)n1)c1cccs1	1	2.1	6	8	6	0.1	0	7	-1.0	101
48	CCOC(=O)C1(Cc2ccccc2Cl)CCN(C(=O)c2cnccn2)CC1	1	-2.9	10	-5	4	0.2	-1	16	2.4	102
49	Fc1ccc(COc2ccccc2-c2ccnc3ncnn23)cc1	-7	-1.8	-4	2	5	0.2	2	12	3.7	106
50	CCN(CC)C(=O)CSc1nnc(COc2ccc(OC)cc2)n1N	-3	-2.9	4	1	1	-0.1	1	3	-0.6	92
51	O=C(CNC(=O)c1cccc(Br)c1)N/N=C/c1cn[nH]c1-c1ccccc1	-6	-1.6	0	-2	5	0.2	3	6	-1.0	98
52	CCOc1ccc2c(c1)nc(C)n2C	-1	-0.5	-2	-1	0	-0.1	4	-1	1.4	93
53	CCC(C(=O)NC1CCCCC1)n1nc(C)c2c(C)n(-c3ccccc3)nc2c1=O (stereo not drawn)	-2	-1.9	-1	0	2	-0.1	-1	2	-0.1	104
54	CCOC(=O)Cc1csc(SCC(=O)/C(C#N)=C(\C)N)n1	4	-1.7	2	-3	2	0.1	3	6	-2.9	82

Screening results deposited in PubChem by several laboratories.
